Source: PubChem BioAssay
KB-V1 cytotox – KB-V1 MDR subline cytotoxicity | 3.4% of 400,000 active | AID 1347076 | Potency, µM (top dose mostly 46.1 µM), for the others: top-dose activity change, negative = cytotoxicity, usual class: cytotoxic | KB-V1 MDR cells viability, CellTiter-Glo, 72 h; further: on the % scale 0 is the no-effect control and ±100 the full control effect; nearly all actives have a fitted effect of over 60% in size
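Cells of the MDR subline KB-V1 are plated, dosed with compound at multiple concentrations, and incubated 72 h at 37 degrees C; CellTiter-Glo is then added and luminescence read after 10 min.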
TDP-43 yeast inh – inhibitors of TDP-43 toxicity in yeast. TDP-43 expressing yeast growth rescue, BacTiter-Glo, 24 h. 1.8% of 410,000 active. Potency, µM (series often up to 46.1 µM), for the others: top-dose growth rescue (activation), actives largely listed as activators; further: % of control where 0% means no effect; nearly all actives have a fitted effect of over 50% in size
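Galactose-induced TDP-43 yeast, OD600=0.02, compound pinned; 24 hr, 30 deg C; BacTiter-Glo luminescence for growth. Inhibitors of TDP-43 toxicity read as activators.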
GLP-1R agonist – GLP-1 receptor (human) agonism; 0.007% of 380,000 active; HEK293 GLP-1R CRE-luciferase, luminescence, 4-6 h; cells express a hypersensitive GLP-1R form; Potency, µM (titrated, usually from 45.6 µM), for inactives: at the top dose activation, most hits filed as activators; AID 624172; further: % of control where 0% means no effect
Target sequence (P43220 whole entry, looked up): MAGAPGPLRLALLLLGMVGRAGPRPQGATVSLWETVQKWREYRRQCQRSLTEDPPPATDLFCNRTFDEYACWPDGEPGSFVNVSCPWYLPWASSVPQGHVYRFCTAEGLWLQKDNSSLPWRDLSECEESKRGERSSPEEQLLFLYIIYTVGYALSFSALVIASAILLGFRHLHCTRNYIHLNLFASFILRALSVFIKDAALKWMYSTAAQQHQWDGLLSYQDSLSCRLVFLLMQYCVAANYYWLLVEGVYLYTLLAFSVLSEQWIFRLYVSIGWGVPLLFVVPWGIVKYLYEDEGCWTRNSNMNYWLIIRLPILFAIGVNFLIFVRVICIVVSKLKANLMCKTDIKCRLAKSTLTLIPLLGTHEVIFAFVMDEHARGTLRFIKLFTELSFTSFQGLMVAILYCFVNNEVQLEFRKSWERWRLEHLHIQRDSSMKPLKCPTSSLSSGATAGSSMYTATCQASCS
HEK293 tox – cytotoxicity counter-screen for GLP-1 receptor inverse agonists. HEK293 cAMP-luciferase reporter cells, luminescence, 24 h. Potency, µM (highest dose often 38.3 µM), for the others: at the highest dose activity change, negative = inhibition, actives largely listed as inhibitors. 0.13% of 410,000 active. AID 624418;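 further: loss of luciferase light is scored as toxicity; on the % scale 0 is the no-effect control and ±100 the full control effect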
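MLSMR compounds, 24 hr on cells at 37 deg C/5% CO2; luminescence after luciferase reagent (12 min RT). Inhibition counted as the undesired cytotoxic outcome.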
HT1080 IDH1KD tx – kills HT-1080 cells with IDH1 knockdown | HT-1080 IDH1 knockdown viability, ATP luminescence, 48 h | Potency, µM (series often up to 46.1 µM), for inactives: at the highest dose activity, negative = toxicity, hits mostly cytotoxic | 2% of 360,000 active | AID 686971;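 further: 0% = DMSO wells and -100% = cell-free medium wells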
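Viability of IDH1-knockdown HT-1080 fibrosarcoma cells was assessed by CellTiter-Glo after 48 h at 37 °C with titrated compound; concentration-effect curves were classified by fit quality and response size.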
SW480 rerep – inducers of DNA re-replication in SW480 colon cancer cells | SW480 DNA re-replication, Hoechst DNA content imaging, 48 h | Potency, µM (series often up to 46.1 µM), for inactives: top-dose re-replication activation, actives largely listed as activators | 1.8% of 340,000 active; further: % of control where 0% means no effect; nearly all actives have a fitted effect of over 55% in size
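Compounds, transferred as 23 nL by pin tool, were incubated with cells for 48 hr; DNA content per nucleus was then quantified by Hoechst staining and fluorescence plate imaging.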
HT1080-NT tox – kills 2HG-producing HT-1080-NT fibrosarcoma cells. HT-1080-NT fibrosarcoma viability, CellTiter-Glo ATP luminescence, 48 h. Potency, µM (doses to about 46.1 µM), for the others: top-dose activity, negative = less viability, usual class: cytotoxic. 1.6% of 360,000 active;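 further: NT is the 2HG producing partner of a matched IDH1 knockdown line; 0% = DMSO-treated cells and -100% = media-only wells without cells; nearly all actives have a fitted effect of over 55% in size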
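Fibrosarcoma NT cells, 750 per well in 5% FBS RPMI, were exposed to compound for 48 hours. Viability: CellTiter-Glo luminescence.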
GLP1R inv ag – inverse agonists of human GLP-1 receptor; 1.6% of 410,000 active; P43220; HEK293 GLP-1R CRE-luciferase, luminescence, 24 h; GLP-1R form is constitutively active; Potency, µM (doses to about 38.3 µM), without a hit: at the top dose activity change, negative = inhibition, actives largely listed as inhibitors; further: on the % scale 0 is the no-effect control and ±100 the full control effect; nearly all actives have a fitted effect of over 55% in size
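Stable HEK293 clone (constitutively active GLP-1R + cAMP-response luciferase); 200 cells/uL plated, 12 h pre-culture, compound 24 hr, 37 deg C/5% CO2; detection reagent 12 min RT; luminescence.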
KB-3-1 tox – kills parental KB-3-1 adenocarcinoma cells | KB-3-1 viability, CellTiter-Glo ATP luminescence, 72 h | Potency, µM (highest dose often 46.1 µM), for inactives: at the top dose activity change, negative = cytotoxic, usual class: cytotoxic | 1.4% of 400,000 active; further: on the % scale 0 is the no-effect control and ±100 the full control effect; nearly all actives have a fitted effect of over 60% in size
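72 h, 37 °C compound treatment of KB-3-1 parental cells; CellTiter-Glo added, 10 min, luminescence read. Data corrected against DMSO-only plates and normalized before curve fitting.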
* = called active by the depositor; u = inconclusive; x = not tested or not shown; & = joins results of further samples; [ ] = another dose, or the depositor's remark. The call rests on the fitted dose curve; in most records, active means well fitted curve in the direction sought with a large enough effect; inconclusive means small, poorly fitted or top-dose-only effect, or another doubt; inactive means no such curve, though single readings can be large; an effect the other way counts as inactive or inconclusive. Potency means the concentration at half of the fitted maximal effect.

SMILES | KB-V1 cytotox | TDP-43 yeast inh | GLP-1R agonist | HEK293 tox | HT1080 IDH1KD tx | SW480 rerep | HT1080-NT tox | GLP1R inv ag | KB-3-1 tox
Cc1ccc(N=C/C(C(=O)C(F)(F)F)=C(\O)c2ccco2)cc1Cl | -3% | -13% | 8% | 77%[activator] | -13% | 8% | -9% | u | 1%
O=C(CN1CCN(C(c2ccccc2)c2ccccc2)CC1)Nc1ccc(N2CCOCC2)cc1 | -2% | 14% | -5% | 8% | 8% | -18% | 0% | -8% | -8%
CCn1ncc(CN2CCN(C(=O)Nc3ccccc3C(=O)OC)CC2)c1C | 0% | 0% | -7% | 7% | -1% | 0% | 3% | 5% | -10%
COc1ccc(OC)c(-c2nn(-c3ccccc3)cc2C(=O)N2CCc3ccccc3C2)c1 | 4% | 13µM* | 8% | 15% | u | -15% | -18% | 13µM* | -6%
CCOc1ccc(NC(=O)C23CC4CC(C2)CC(c2ccccc2)(C4)C3)cc1 | -21% | 13% | -7% | -10% | -10% | 8% | 0% | u | -2%
COc1ccccc1NC(=O)C1CCCN(c2ncnc3c2nc2n3CCCCC2)C1 (stereo not drawn) | u | u | 10% | 0% | -4% | -1% | -3% | u | -18%
OC(c1cc(-c2ccc(C(F)(F)F)cc2)nc(C(F)(F)F)c1)C1CCCCN1 (stereo not drawn) | -1% | -15% | -16% | -61% | u | u | u | u | -2%
Cn1c(O)c(N=NC(=O)c2ccco2)c2ccccc21 | 0% | -9% | 9% | -5% | -13% | 31% | -5% | -13% | -5%
CCN(CC)CCNc1ncnc2c1cnn2-c1cc(Cl)ccc1C | -1% | -4% | x | u | x | x | x | u | -6%
CCC(CC)NC(=O)c1nn(Cc2ccccc2)c(=O)c2ccccc12 | u | 4% | 20% | -21% | -16% | -5% | 8% | u | -3%
Cc1c(C(=O)Oc2ccc(-c3cnc4ccccc4n3)cc2)cccc1[N+](=O)[O-] | -10% | 4% | 2% | -4% | 0% | -2% | 4% | 28% | 8%
O=C(NCCCNC(=O)c1ccc(-c2cccc(Cl)c2)o1)c1cnccn1 | u | -34%[inhibitor] | 19% | 6% | 0% | -4% | -4% | 15% | 3%
CCN1CCN(CC(O)COCCOc2ccc(Br)cc2)CC1 (stereo not drawn) | -21% | 25% | 0% | -7% | -1% | 1% | 0% | -33% | 0%
OC(c1cccc(Cl)c1)c1nc(-c2cc3ccccc3o2)cs1 (stereo not drawn) | 3% | 35µM* | 11% | -2% | u | x | u | u | 0%
Cc1ccccc1C(=O)Nc1cccc(NC(=O)c2ccc(C(C)(C)C)cc2)c1 | -11% | 0% | x | -15% | x | x | x | 7.9µM* | u
O=C(Nc1ccc(Br)c(Br)c1)C1CCCO1 (stereo not drawn) | 11% | 14% | 7% | 12% | 22% | -3% | 19% | 5% | 4%
Cc1ccc(S(=O)(=O)N2CCC(C(=O)NCC3CCCO3)CC2)cc1 (stereo not drawn) | 14% | -11% | -5% | 4% | 10% | -5% | 2% | -2% | 0%
O=C(CC1C(=O)NCCN1C(=S)Nc1ccccc1)Nc1ccc(F)cc1 (stereo not drawn) | -3% | 6% | -13% | -16% | 7% | -17% | 14% | 10% | 2%
CC(C)(C)c1nc(S(=O)(=O)c2ccc(Cl)cc2)c(N2CCOCC2)o1 | -6% | -5% | -4% | 11% | 5% | 2% | 0% | 0% | 14%
CC(C)(C)c1ccc(C(=O)Nc2cccc(S(=O)(=O)NC3=NCCC3)c2)cc1 | -1% | -4% | -5% | -12% | -7% | 8% | -3% | u | -22%
COc1ccccc1N1CCN(C(=O)C2CCN(S(=O)(=O)c3cnc[nH]3)CC2)CC1 | 0% | 0% | x | -2% | x | x | x | 5% | 0%
CCN1CCN(C(=O)C2CCN(C(=O)c3cc4sccc4n3CC)CC2)CC1 | -3% | 6% | 3% | -1% | 0% | 1% | 0% | -17% | -6%
NC(=O)NC(c1ccc(Cl)cc1)c1ccccc1Cl (stereo not drawn) | -10% | -4% | 18% | 0% | -8% | -5% | -18% | u | 0%
COc1ccc(OCC(=O)N2CCN(C(=O)c3ccc(OC)c(OC)c3)CC2)cc1 | -32% | 15% | 3% | 2% | x | x | x | 14% | 10%
O=C(Nc1cccc(Cl)c1)c1cnc[nH]1 | u | 0%&8% | -1%&2% | 2%&5% | 6% | -17% | 3% | 3%&22% | -3%&5%
O=C(Nc1ccc(Cl)cn1)c1ccc(COc2ccccc2Br)o1 | u | -11%[1.82 µM] | 14% | 16% | -30% | -10% | -16% | u | -17%
Cc1cccc(C)c1NC(=O)NCc1ccco1 | -6% | -16% | -7% | 6% | 0% | -4% | 0% | 3% | 0%
CN(CCO)c1ccc(-c2n[nH]c(=O)c3ccccc23)cc1[N+](=O)[O-] | -19% | -17% | 19% | u | -14% | -59%[inhibitor] | -5% | 30% | -11%
O=C(C[C@H]1CC[C@@H]2[C@H](COC[C@H](O)CN2Cc2nccs2)O1)NCc1ccccc1Cl | 1% | u | x | -3% | 0% | x | 16% | 16% | 1%
CS(=O)(=O)N(CC(=O)Nc1ccccc1)c1cccc(Cl)c1Cl | 4% | -14%[9.22 µM] | 8% | 4% | 7% | -9% | 2% | u | -5%

Fetched one by one from above, six records:
SMILES | KB-V1 cytotox | TDP-43 yeast inh | GLP-1R agonist | HEK293 tox | HT1080 IDH1KD tx | SW480 rerep | HT1080-NT tox | GLP1R inv ag | KB-3-1 tox
COc1ccc(OC)c(-c2nn(-c3ccccc3)cc2C(=O)N2CCc3ccccc3C2)c1 | 4% | 13µM* | 8% | 15% | u | -15% | -18% | 13µM* | -6%
COc1ccc(OCC(=O)N2CCN(C(=O)c3ccc(OC)c(OC)c3)CC2)cc1 | -32% | 15% | 3% | 2% | x | x | x | 14% | 10%
CN(CCO)c1ccc(-c2n[nH]c(=O)c3ccccc23)cc1[N+](=O)[O-] | -19% | -17% | 19% | u | -14% | -59%[inhibitor] | -5% | 30% | -11%
O=C(Nc1ccc(Br)c(Br)c1)C1CCCO1 (stereo not drawn) | 11% | 14% | 7% | 12% | 22% | -3% | 19% | 5% | 4%
Cc1cccc(C)c1NC(=O)NCc1ccco1 | -6% | -16% | -7% | 6% | 0% | -4% | 0% | 3% | 0%
CCN1CCN(C(=O)C2CCN(C(=O)c3cc4sccc4n3CC)CC2)CC1 | -3% | 6% | 3% | -1% | 0% | 1% | 0% | -17% | -6%

Next entries follow:
SMILES | KB-V1 cytotox | TDP-43 yeast inh | GLP-1R agonist | HEK293 tox | HT1080 IDH1KD tx | SW480 rerep | HT1080-NT tox | GLP1R inv ag | KB-3-1 tox
O=C(CSc1ccc(-c2ccco2)nn1)NC1CCCCC1 | u | 15% | 2% | 17% | 5% | 1% | -14% | 1% | 0%
CCC(C)NC(=O)CSc1nc2ccccc2c(=O)n1-c1c(C)n(C)n(-c2ccccc2)c1=O (stereo not drawn) | 0% | 2% | -4% | -4% | 2% | -3% | 6% | 9% | 16%
O=C(CCCn1c(=S)[nH]c2cc3c(cc2c1=O)OCO3)N1CCN(c2ccccc2)CC1 | -3% | 25% | -1% | 11% | 1% | -8% | 5% | 4% | -11%
COc1ccc(C(=O)Nc2nncs2)cc1S(=O)(=O)N1CCOCC1 | 0% | -11% | 15% | 1% | 8% | -9% | -1% | 19% | u
Cc1cc2nnc(SCc3ccccc3)n2c(N)n1 | 17% | -11% | 5% | -6% | 12% | -10% | 6% | 13% | 8%
CC(=O)N1CC(=O)N(c2ccccc2)C1=O | 0% | -17% | 2% | -6% | -1% | 1% | 5% | 20% | 3%
COc1ccc(NC(=O)c2ccc3snnc3c2)cc1 | -8% | 10% | 8% | 4% | -1% | 1% | 6% | 20% | -14%
CCCNC(=O)CN(C)S(=O)(=O)c1ccc(F)cc1 | u | 0% | -2% | -6% | -1% | -4% | -3% | 9% | 8%
COc1cc2c(c(OC)c1OC)-c1c(cc3c(c1OC)OCO3)C[C@H](C)[C@@](C)(O)C2 | -16% | 28% | 0% | -3% | 14% | u | 16% | -9% | 0%
Cc1cc2c(cc1S(=O)(=O)N1CCN(c3ccc(Cl)cc3)CC1)OCCN2C | -3% | 13% | 15% | 3% | -14% | 6% | -14% | u | 2%
Cc1ccc(NC(=O)c2oc3ccc(S(=O)(=O)N4CCOCC4)cc3c2C)c(C)c1 | -1% | -22%[0.397 µM] | 9% | 4%&1% | -9% | -13% | -1% | u | 5%
Cn1c(NC(=O)/C=C/c2ccc(Cl)c(Cl)c2)cc(=O)n(C)c1=O | 11% | 4% | -6% | -9% | 17% | 1% | 15% | 14% | -5%
COCCCNC(=O)CSc1nc2ccccc2c(=O)n1CCC(=O)NCCc1ccc(OC)c(OC)c1 | -19% | -20% | -3% | -5% | 1% | -21% | 2% | 7% | -3%
CCCCc1ccc(NC(=O)CN2NS(=O)(=O)c3ccccc3C2=O)cc1 | 0% | 15% | 2% | 3% | 2% | 10% | 0% | 0% | -2%
Cc1c(-n2cccc2C=O)cccc1[N+](=O)[O-] | -1% | -11% | 2% | 1% | 0% | 0% | 2% | -13% | 15%
COc1cccc(C(=O)Nc2cccc3c2ccc2cccn23)c1 | -10% | 23% | 9% | -10% | -28% | 16µM* | -23% | 58%[activator] | -23%
CCOc1cc(/C=N/Nc2nnc(C)n2N)ccc1O | 1% | 15% | -1% | u | 23µM* | 7% | u | -19% | -3%
CCCOc1ccc(C(F)(F)F)cc1NS(=O)(=O)c1ccc(Cl)nc1 | -7% | -30%[inhibitor] | 5% | -23% | u | u | u | u | -11%
COc1ccc(N(C(=O)C(C)C)S(=O)(=O)c2ccc3c(c2)n(C)c(=O)n3C)cc1 | -10% | 1% | -5% | -3% | -12% | 2% | -12% | 8% | -6%
CCc1ccc(-c2nc(CN3CCC(C(=O)N4CCN(c5ccccn5)CC4)CC3)c(C)o2)cc1 | -1% | -12% | 0% | u | u | 4% | -26% | -2% | u
O=C(COC(=O)c1ccc(Cl)c(S(=O)(=O)NCc2ccccc2)c1)NC1CC1 | u | 7% | 24% | 2% | 5% | -3% | 8% | 17% | 0%
COc1ccc(/C=N/NC(=O)c2ccncc2)cc1[N+](=O)[O-] | -6% | 9% | 2% | 1% | 0% | -7% | 0% | 0% | 19%
COc1ccc(N=Cc2oc3ccc4ccccc4c3c2O)cc1 | 15% | -5% | 12% | 198%[activator] | -17% | -1% | -13% | 15% | 2%

The order is random, and some 9.4% of all compounds hit somewhere here.
